ABHD5-PLIN5 inh: ABHD5-PLIN5 interaction inhibitors, primary screen, cell lysate, split luciferase complementation, luminescence. actives 0.78% (n = 360,000). Split G. princeps luciferase complementation, 4 h. inhibition, % at 4 µM. AID 602281, 2012;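 active means inhibition above the mean inhibition across every tested compound plus 3 SD, cut at about 22% in these data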;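 further: 0% = DMSO only wells and the 100% control is not disclosed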
MC4R barr agon: MC4R agonists recruiting beta-arrestin, primary screen, cell-based, luminescence, agonist arm of biased-ligand search. Melanocortin receptor 4 (Homo sapiens), P32245. U2OS MC4R beta-arrestin complementation; percent of melanotan II response, DMSO zero. activation, % at 8.9 µM. actives 0.98% (n = 360,000). AID 540308, 2011;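 active means activation above a per-plate cutoff, the mean activation of sample wells on that plate plus 3 SD, cut at about 8% in these data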
HTR2A ag: mouse Htr2a agonists via beta-arrestin recruitment, primary screen, cell-based, luminescence | 5-hydroxytryptamine receptor 2A (Mus musculus), P35363 | CHO-K1 mHTR2A beta-arrestin complementation; percent of 30 µM serotonin response | activation, % at 7.6 µM | actives 0.66% (n = 360,000) | AID 624169, 2012;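 active means activation above a run cutoff, the mean activation of all tested compounds plus 3 SD, cut at about 14% in these data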;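 further: 0% = plate median of compound wells and 100% = 30 µM serotonin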
NOD2-RIPK2 inh: NOD2-RIPK2 binding disruptors in cells, primary screen, fluorescence, CHO cells, BLA complementation; CCF4 ratio; actives 0.38% (n = 360,000); AID 624267, 2012; Receptor-interacting serine/threonine-protein kinase 2 (Homo sapiens), O43353; inhibition, % at 4.98 µM; in the data active means inhibition above about 21%;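 further: 0% = vehicle only and 100% = reference blocker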
ABCB6 inh MLPCN: ABCB6 transporter inhibitors, primary screen, K562-ABCB6 cells, flow cytometry, MLPCN library. ATP-binding cassette sub-family B member 6 (Homo sapiens), Q9NP58. K562-ABCB6 porphyrin accumulation, 1 h; stronger effect = lower value. fluorescence ratio to DMSO, % at 10 µM. actives 0.19% (n = 360,000). AID 602162, 2011;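 active means fluorescence ratio to DMSO below 75%, the collection mean minus 3 SD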;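 further: signal is porphyrin accumulated inside mitochondria; 100% equals median channel fluorescence of DMSO control wells; lower ratio means ABCB6 inhibition with less porphyrin fluorescence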
MC4R antagonist: MC4R antagonists of cAMP signaling, primary screen, cell-based, TR-FRET, antagonist arm of biased-ligand search | Melanocortin receptor 4 (Homo sapiens), P32245 | MC4R-expressing cells, MTII-stimulated cAMP, LANCE TR-FRET | inhibition, % at 6.5 µM | actives 0.48% (n = 360,000);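 active means inhibition above its plate's cutoff, the mean of tested wells on that plate plus 3 SD, cut at about 29% in these data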;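 further: 0% = Melanotan II alone and 100% = Melanotan II plus saturating MCL0020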
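Assay system: U2OS-MC4R stable cell line; Also added: Melanotan II; Technique: Eu-cAMP/anti-cAMP TR-FRET, emission 671 nm; Times: 30-min compound, 1-h challenge, 1-h detection, room temperature.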
TLR9-MyD88 block: inhibitors of TLR9-MyD88 association in cells, primary screen, cell-based, CHO, BLA complementation, fluorescence; inhibition, % at 4.98 µM; Toll-like receptor 9 (Homo sapiens) + Myeloid differentiation primary response protein …; AID 504734, 2011; actives 0.21% (n = 340,000); CCF4 FRET ratio;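 active means inhibition above the mean over all tested compounds plus 3 SD, cut at about 21% in these data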;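 further: 0% = DMSO only wells and 100% = clavulanate BLA inhibitor control wells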
N-glyco inh: increase of ERlucT glycosylation luciferase signal, primary screen, N-linked glycosylation inhibitor project, D54 ERlucT cells, luminescence, set 2. D54 ERlucT glycosylation luciferase reporter, 24 h; percent of 100 nM tunicamycin response. reporter increase, % at 12.5 µM. actives 0.23% (n = 360,000). AID 588692, 2011;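 active means mean luciferase reporter signal, scaled so untreated is 0 and the glycosylation-blocking control 100, at or above a set limit in every replicate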;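 further: luciferase carries N-glycosylation sites so blocking glycosylation raises the light; 0% = median of neutral control wells and 100% = median of 100 nM tunicamycin wells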
H9c2 protect: cardioprotection against H2O2-induced cell death, primary screen, uHTS, H9c2 cells, ATPLite luminescence; H9c2 cardiomyocytes, H2O2 injury protection, 2 h; protection from H2O2 cell death, % at 20 µM; actives 0.63% (n = 360,000);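 active means compounds giving at least 50% protection of heart cells from peroxide-induced death in the single-dose screen, raw or plate-pattern-corrected value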;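 further: 0% = DMSO wells with peroxide and 100% = DMSO wells without peroxide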
NCOA2 inhibitor: inhibition of GAL4-SRC2 driven luciferase reporter, primary screen, SRC2 inhibitor project, cell-based, luminescence; Nuclear receptor coactivator 2 (Homo sapiens), Q15596; HEK293 GAL4-SRC2 luciferase reporter; inhibition, % at 9 µM; actives 0.17% (n = 370,000);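 active means inhibition above the mean inhibition of all tested compounds plus 3 SD, set per campaign, cut at about 52% in these data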;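 further: 0% = DMSO treated cells and 100% = cells given Gossypol at 36 µM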
Starred values were filed as active, the others as inactive; . = no result given. A portion of the library; the hit share may differ from the screen's.

SMILES	ABHD5-PLIN5 inh	MC4R barr agon	HTR2A ag	NOD2-RIPK2 inh	ABCB6 inh MLPCN	MC4R antagonist	TLR9-MyD88 block	N-glyco inh	H9c2 protect	NCOA2 inhibitor
[O-][n+]1ccc(CC(O)(C(F)(F)F)C(F)(F)F)cc1	3.9	1.1	7.1	0.1	99.0	5.0	-3.7	1.5	9.4	-14.5
O=C(O)C1=C[C@H](C2CC2)C[C@H](OCc2ccc(CO)cc2)O1	6.2	0.9	3.1	3.8	91.0	0.5	-0.2	3.6	-3.1	-4.8
C/C(=N/OC(=O)C1CC1)c1cc(-c2ccc(Cl)cc2)no1	1.5	-1.9	2.9	-5.3	91.0	-1.1	-2.6	-1.5	-16.9	-20.2
O=C(CSCc1ccccc1)Nc1ccccc1	-3.8	-1.0	-4.7	-7.8	99.0	1.1	-8.5	-3.2	1.9	-69.4
OC[C@@H]1CN(CCc2ccccc2)C[C@H](n2cnc3c(NCc4ccc(F)cc4)ncnc32)O1	-0.4	-1.0	-0.4	-6.5	96.0	-56.1	.	-1.4	-8.4	-20.2
CCOc1ccc(CN(C)CC(=O)Nc2cc(OC)c([N+](=O)[O-])cc2C)cc1	-3.8	2.0	-0.1	1.4	113.0	4.8	3.6	-1.5	-5.4	15.8
CCOC(=O)c1nnn(-c2ccccc2C#N)c1C	2.1	-1.3	5.8	-5.7	97.0	14.0	-6.6	0.3	2.4	-28.2
S=C(NC1CC1)SCc1ccco1	-4.0	0.2	1.6	1.2	94.0	-0.7	2.3	10.3	5.4	1.0
CCOc1ccccc1NC(=O)C1CCN(S(C)(=O)=O)CC1	-5.6	-0.7	-5.3	-8.4	96.0	7.1	0.7	-0.3	-5.3	-4.6
Cc1ccc(NS(=O)(=O)c2sc3ccc(Cl)cc3c2C)cc1	-5.2	2.1	10.9	-1.0	101.0	5.3	.	-1.1	-14.6	13.1
Nc1[nH]c(C(=O)c2ccccc2)c(-c2ccncc2)c1C(=O)NCc1cccc2ccccc12	-7.2	.	-5.0	6.8	97.0	.	.	.	.	8.8
Cc1ccc(C(C(=O)NCc2ccc(F)cc2)N(CCCO)C(=O)C2COc3ccccc3O2)o1 (stereo not given)	-4.3	-2.8	-0.4	-13.0	97.0	0.5	-11.9	-1.1	9.1	-13.5
CCOC(=O)c1nnc(-c2ccccc2)nc1N1CC(C)OC(C)C1 (stereo not given)	-3.4	0.0	5.0	5.5	98.0	24.3	-10.9	-0.4	2.1	-13.1
O=C(OCCCN=C1NS(=O)(=O)c2ccccc21)C1CC(=O)N(c2ccc(Cl)cc2)C1 (stereo not given)	0.0	-2.0	-5.0	2.8	80.0	0.7	1.4	-0.7	-0.1	2.4
CC1(C)CC(=O)C2=C(C1)Nc1ccccc1NC2c1ccc([N+](=O)[O-])cc1 (stereo not given)	2.2	-1.5	-4.4	0.0	98.0	8.0	-7.2	1.3	8.4	-23.0
O=C(Nc1cccc(F)c1)c1cccc2c1C(=O)N(C1CCCCC1)C2	2.1	-1.8	7.5	2.9	105.0	13.1	7.8	-9.8	-1.3	-10.1
CN(C)CC(C)(C)CNc1ccc(S(=O)(=O)N2CCCC2)cn1	0.4	-2.4	4.4	-4.7	102.0	0.9	0.6	1.8	-1.1	7.0
Nc1nc(-c2ccccc2)c(N=Nc2cccnc2)s1	16.6	4.2	-3.5	-1.5	105.0	-2.8	-2.9	5.0	-6.3	42.7
CCOc1ccc(C(=O)Nc2nnn(CC)n2)cc1	-9.4	0.4	0.4	-1.6	96.0	3.4	2.4	-6.7	-18.8	-57.4
CCCc1cc(=O)oc2cc(OCc3cccc(OC)c3)c(Cl)cc12	-3.2	0.0	-2.3	2.3	102.0	10.8	-13.9	-2.5	-21.4	-7.8
CCC(NC(=O)CSc1nnnn1C1CC1)c1ccc(Br)cc1 (stereo not given)	-3.0	0.2	4.4	13.2	97.0	9.0	-7.1	1.1	3.9	-32.0
O=C(c1cc(C2CC2)nn1-c1ccccc1)N1CCN(Cc2ccccc2F)CC1	-6.9	-1.9	-16.4	9.3	105.0	7.0	-0.3	-1.6	2.1	-7.1
Cc1ccc(C(=O)Nc2nnc(S(=O)(=O)N3CCCCCC3)s2)cc1	0.2	1.1	8.9	-18.1	106.0	2.2	6.4	-0.7	-17.0	-17.2
Cc1ccc(S(=O)(=O)Cc2ccc(C(=O)NC3CCCC3)o2)cc1	1.1	-2.2	-4.8	-3.2	101.0	-0.3	5.3	1.0	2.2	-3.0
CCCCN(Cc1ccccc1)c1ncnc2nc[nH]c12	-1.9	4.0	-2.4	-1.1	93.0	7.2	1.5	-1.9	-14.1	.

Limited to H9c2 protect (3 entries from above):
Structure	H9c2 protect
O=C(O)C1=C[C@H](C2CC2)C[C@H](OCc2ccc(CO)cc2)O1	-3.1
[O-][n+]1ccc(CC(O)(C(F)(F)F)C(F)(F)F)cc1	9.4
CC1(C)CC(=O)C2=C(C1)Nc1ccccc1NC2c1ccc([N+](=O)[O-])cc1 (stereo not given)	8.4

(next part)
SMILES	ABHD5-PLIN5 inh	MC4R barr agon	HTR2A ag	NOD2-RIPK2 inh	ABCB6 inh MLPCN	MC4R antagonist	TLR9-MyD88 block	N-glyco inh	H9c2 protect	NCOA2 inhibitor
O=C1C2C3C=CC(C3=C3CCCCC3)C2C(=O)N1Cc1ccccc1 (stereo not given)	3.4	-1.8	1.3	1.3	100.0	8.2	-2.5	-1.6	-12.4	7.9
O=C(COc1ccc([N+](=O)[O-])cc1)Nc1ccncc1	1.4	-1.1	5.4	-4.6	94.0	-0.1	-3.6	0.5	-8.4	-33.6
COc1ccc(CNC(=O)c2ccc(-c3ccc(F)c(F)c3)c3ccoc23)cc1OC	0.0	1.2	-7.9	-7.4	104.0	39.6*	.	-4.4	-8.2	-5.8
CCCCn1nnc(NC(=O)Cc2ccc(Cl)cc2)n1	-6.3	3.4	-0.8	4.1	104.0	-7.0	-0.8	0.1	-1.4	-1.5
Cc1ccc(NC(=O)NCc2ccccn2)cc1Cl	-1.5	-1.9	0.0	-3.0	97.0	0.3	-0.3	-0.7	5.8	-35.5
CCN(CC)S(=O)(=O)c1ccc(Cc2ncc(C(F)(F)F)cc2Cl)s1	-2.9	-0.7	-3.0	-11.7	91.0	0.8	-3.1	-3.9	-11.5	1.3
Cc1ccc(C2/C(=C(/O)c3ccc(Cl)cc3)C(=O)C(=O)N2CC2CCCO2)o1 (stereo not given)	4.7	-1.4	6.0	1.5	100.0	8.7	5.5	-0.3	5.3	-3.6
Cc1c(OC(C)C(=O)N2C[C@H]3C[C@@H](C2)c2cccc(=O)n2C3)ccc2c3c(c(=O)oc12)CCCC3 (stereo not given in full)	1.7	-1.2	-2.2	-1.8	99.0	23.4	-9.9	0.9	0.4	-10.4
O=C(N/C(=C/c1cccc([N+](=O)[O-])c1)C(=O)N1CCOCC1)c1ccc(Br)cc1	-6.5	1.5	3.6	3.5	101.0	-1.1	7.4	.	11.5	20.8
CCN(CC)CCCN1C=C2C(=O)C(C)(OC(=O)C3CCCC3)C(=O)C=C2C=C1c1ccsc1 (stereo not given)	1.9	0.0	-3.6	-4.4	99.0	-1.5	5.6	0.1	-1.0	-8.3
Cc1ccc(C(=O)Nc2cccc(C(F)(F)F)c2)cc1Nc1ncnc2nc[nH]c12	2.7	0.5	-7.4	1.2	92.0	-3.5	-0.5	-14.9	-2.1	15.2
Cc1cccc(NC(=O)CSc2ccc(-c3ccc4c(c3)OCO4)nn2)c1C	0.3	-3.8	-1.2	-4.6	96.0	4.6	-5.3	-1.2	-7.6	-4.8
CCN(C(=O)COC(=O)/C=C/c1cccc([N+](=O)[O-])c1)c1ccccc1	-4.5	-0.8	1.2	-8.0	95.0	0.1	-5.9	-1.6	3.8	-3.0
CC(C)(C)c1ccc(/C=C/C(=O)N2CCc3ccccc3C2)cc1	-8.4	-1.8	-2.1	-6.1	94.0	-2.3	2.4	-0.6	-10.3	3.1
CNCc1cc2ccc(C)cc2[nH]c1=O	-2.4	-0.3	2.5	6.0	125.0	-4.1	-9.0	0.5	14.2	0.5
O=C(NN=C1CCCCCCC1)c1ccccn1	0.6	-1.9	-2.5	-0.7	103.0	-5.0	-6.5	0.1	1.5	-49.1
COC(=O)C1CCCN1S(=O)(=O)c1ccccc1NC(=O)c1cc(OC)c(OC)c(OC)c1 (stereo not given)	0.3	-0.3	1.2	-3.0	92.0	-1.2	2.8	9.0	-4.7	-6.3
O=C(CNC(=O)c1ccc(OC(F)F)cc1)NCC1(N2CCOCC2)CCCCC1	2.0	-0.9	0.8	1.1	91.0	1.5	5.7	-1.2	-2.0	13.1
COc1ccc(CCNC(=O)[C@@H](NC(N)=O)C(C)C)cc1	-5.7	-1.9	-0.7	-0.2	97.0	4.8	1.2	-0.5	-2.1	-8.4
CCC(C)n1c(NC(=O)c2ccccc2)c(C#N)c2nc3ccccc3nc21 (stereo not given)	-36.6	0.3	1.8	-4.2	114.0	-8.8	1.0	3.2	-7.7	-0.3
O=C(CSc1nc2ccsc2c(=O)n1Cc1ccc(C(=O)O)cc1)NCc1ccco1	5.3	-1.3	2.0	-1.4	99.0	-1.4	-1.4	1.9	0.0	13.8
CC(C)(C)OC(=O)C(C)(C)O/N=C(\C(=O)O)c1csc(N)n1	1.3	-2.3	-0.2	-5.0	88.0	2.9	-0.1	1.2	3.4	2.3
C1=C(c2ccco2)N2CCN=C2S1	-2.1	-0.1	12.7	-0.8	100.0	-0.5	-8.4	3.1	-0.1	-14.4
C=CCNC(=O)CCCCC(=O)NCC=C	4.6	-1.5	2.7	5.8	99.0	4.9	9.5	3.1	3.8	-2.0
CCOC(=O)Nc1nc(-c2ccccc2)c(C(=O)c2ccccc2)s1	2.8	-1.9	5.3	14.3	93.0	-16.0	4.2	18.6	10.8	17.2
CCOC(=O)N1CCN(C(=O)c2cnn(-c3ccccc3)c2NC(=O)c2ccccc2F)CC1	15.0	0.0	-0.9	-0.2	97.0	17.0	0.6	-0.4	1.3	19.8
CC(=O)c1[nH]c(C)c(C(=O)N2CCCC(Nc3ccc(C(C)C)cc3)C2)c1C (stereo not given)	3.1	1.8	-0.9	2.9	95.0	-3.4	-7.5	1.7	3.2	11.8

From PubChem
